Bioassay records (PubChem BioAssay)
CHO-K1 Ca PAM – nonselective activator or artifact in parental CHO-K1 calcium assay. ATP EC20, Fluo-8 calcium fluorescence; 0% at ATP EC20, 100% at ATP max. activation, % at 3 µM. 0.02% of 360,000 active;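 active = activation above the run cutoff, the mean activation of all test compounds plus 3 SD, cut at about 40% in these data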;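 note: peak over basal fluorescence ratio in a 140 s read after ATP addition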
M1 ag parental – M1 agonist counterscreen hit in parental CHO-K1 cells. Fluo-8 calcium fluorescence; scaled to maximal ATP response, vehicle zero. activation, % at 3 µM. 0.48% of 360,000 active; in the data active = activation above about 15%;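 note: untransfected CHO-K1 host cells lacking M1 receptor as counterscreen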
TAAR1 antagonist – human TAAR1 antagonism | Q96RJ0 | CHO RD-HGA16 TAAR1, Fluo-8 calcium fluorescence, antagonist | inhibition, % at 3 µM | 1.5% of 360,000 active | AID 624466;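 active = inhibition above a per-plate cutoff, the mean inhibition of test compounds on that plate plus 3 SD, cut at about 49% in these data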;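 note: 0% = DMSO plus EC80 beta-PEA response and 100% = DMSO alone without agonist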
Target sequence (Q96RJ0 whole entry, looked up): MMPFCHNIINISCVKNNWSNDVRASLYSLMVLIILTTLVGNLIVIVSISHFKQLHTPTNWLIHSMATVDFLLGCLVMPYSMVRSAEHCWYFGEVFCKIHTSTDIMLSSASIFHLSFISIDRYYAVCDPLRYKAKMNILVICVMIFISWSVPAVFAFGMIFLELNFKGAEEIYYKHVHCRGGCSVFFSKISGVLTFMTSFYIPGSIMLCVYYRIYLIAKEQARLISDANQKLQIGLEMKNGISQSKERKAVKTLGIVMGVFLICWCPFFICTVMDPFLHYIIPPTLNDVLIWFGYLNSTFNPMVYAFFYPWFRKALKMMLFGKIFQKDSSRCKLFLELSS
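Test system: hTAAR1-expressing CHO RD-HGA16 cells, Gα16-coupled; Probe or stimulus: EC80 β-phenethylamine stimulus; Compound dosing: single nominal final test compound concentration of 3 µM; Timing: 140 s kinetic read after compound, 140 s after agonist; Signal: Fluo-8 calcium-sensitive fluorescence; Measure: % inhibition of agonist calcium response; Controls: DMSO and EC80 PEA controls.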
M1 ag – agonists of human M1 muscarinic receptor; P11229; activation, % at 3 µM; CHO-K1 hM1, Fluo-8 calcium fluorescence, agonist mode; 0% DMSO, 100% acetylcholine EC100; 0.33% of 360,000 active; AID 588814;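 active = activation above the run's mean compound activation plus 3 SD, cut at about 16% in these data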;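 note: peak over basal fluorescence ratio within a 140 s kinetic read after compound addition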
Target sequence (P11229 whole entry, looked up): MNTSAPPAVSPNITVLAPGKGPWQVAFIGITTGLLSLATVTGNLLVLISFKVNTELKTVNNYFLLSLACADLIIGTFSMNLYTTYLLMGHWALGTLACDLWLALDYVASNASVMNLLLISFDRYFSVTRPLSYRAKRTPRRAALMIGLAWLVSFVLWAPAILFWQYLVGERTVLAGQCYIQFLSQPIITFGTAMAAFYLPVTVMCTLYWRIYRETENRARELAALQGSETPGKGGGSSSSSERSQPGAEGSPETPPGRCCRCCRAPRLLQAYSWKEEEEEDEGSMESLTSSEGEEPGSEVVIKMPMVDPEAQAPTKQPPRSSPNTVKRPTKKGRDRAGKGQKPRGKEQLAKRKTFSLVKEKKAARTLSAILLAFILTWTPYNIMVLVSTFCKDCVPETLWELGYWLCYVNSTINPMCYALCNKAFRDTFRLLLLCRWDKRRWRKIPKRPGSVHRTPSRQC
OXTR potentiator – potentiators of human oxytocin receptor | CHO-OTR cells, Fluo-8 calcium fluorescence, potentiator mode; 0% = oxytocin EC15, 100% = EC100 | activation, % at 3 µM | 0.061% of 320,000 active | P30559;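 active = activation above that plate's cutoff, the mean activation of tested compounds plus 3 SD, cut at about 6.6% in these data, passing the limit was not always enough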;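 note: 100% uses oxytocin at 75 nM as the full agonist control; some results filed as inactive read as strong as hits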
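Material: human OTR in CHO cells. Compound: 3.0 µM, one dose. Timing: compound 6 min at room temperature before oxytocin, 100 s read. Evaluation: % activation of max/min ratio relative to oxytocin controls. Replication: single well per compound, singlicate. Signal: Fluo-8 calcium dye fluorescence.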
CHRM1 antagonist – antagonists of human M1 muscarinic receptor. 1.3% of 360,000 active. CHO-K1 hM1, Fluo-8 calcium fluorescence, ACh EC80 antagonist. P11229. inhibition, % at 3 µM;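 active = percent inhibition above its own plate's cutoff, namely the mean of that plate's compound wells plus 3 SD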;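 note: peak over basal fluorescence ratio during 140 s after agonist addition; 0% = ACh EC80 plus DMSO and 100% = DMSO alone without agonist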
CHO parental Ca – counter-screen: ATP calcium response change in parental CHO cells | 0.63% of 330,000 active | inhibition, % at 5.6 µM | parental CHO-K1, ATP-induced calcium, Fluo-8 fluorescence | AID 463079;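 active = inhibition above that plate's mean sample inhibition plus 3 SD, cut at about 26% in these data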;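 note: 0% = ATP-challenged DMSO wells and 100% = DMSO wells without ATP; some compounds past the cut are filed as inactive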
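Material – parental CHO cells · Reagent – ATP stimulus · Compound – single nominal dose of 5.6 µM per compound · Detection – Fluo-8 fluorescence · Read-out basis – percent inhibition of calcium signal · Controls – ATP-challenged DMSO wells low, unchallenged DMSO wells high · Repeats – no replicates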
CHO-K1 Ca antag – M1 antagonist counterscreen hit in parental CHO-K1 cells; ATP-induced calcium, Fluo-8 fluorescence; inhibition, % at 3 µM; 0.6% of 360,000 active; AID 602250;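 active = inhibition above a per-plate cutoff, the plate's mean sample inhibition plus 3 SD, cut at about 24% in these data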;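 note: 0% = DMSO plus EC80 ATP and 100% = DMSO alone without ATP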
TAAR1 agonist – human TAAR1 agonism; CHO RD-HGA16 TAAR1, Fluo-8 calcium fluorescence; vehicle wells 0%, saturating PEA agonist 100%; activation, % at 3 µM; 0.99% of 360,000 active;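 active = activation above the mean activation of all test compounds in the run plus 3 SD, cut at about 38% in these data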
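Assay system – CHO-derived RD-HGA16 cells with stable Gα16 and human TAAR1 · Compound dosing – one-point dosing at 3 µM (nominal) · Incubation – 17-24 h seeding, 75 min 37 °C dye, 30 min RT · Measured by – kinetic Fluo-8 calcium fluorescence · Control set – DMSO vehicle as 0%, PEA at EC100 as 100% · Repeats – single well for each compound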
Active calls of the source: *; x = not tested or not shown.

mol,CHO-K1 Ca PAM,M1 ag parental,TAAR1 antagonist,M1 ag,OXTR potentiator,CHRM1 antagonist,CHO parental Ca,CHO-K1 Ca antag,TAAR1 agonist
O=C(OCCN1CCN(c2ncc(C(F)(F)F)cc2Cl)CC1)c1ccc(F)cc1,17,0.3,-17,-4,-8,-3,-1,-6,1
CCOc1ccc(CCNC(=O)c2c(C)nn(-c3ccccc3)c2Cl)cc1OCC,10,0.8,-4,-3,-6,2,-19,-10,-1
CC(C)Cc1c(O)nc(SCC(=O)N2CCCCCC2)[nH]c1=O,12,1.3,-9,-2,-6,-14,-2,-20,3
Cc1ccc(N2CCN(c3ccc(C)cc3)C2c2ccncc2)cc1,-8,-0.4,-6,-4,-19,-5,-16,8,20
Cc1ccc(C)c(-n2c(SCC(=O)N3CCC(C(=O)O)CC3)nnc2-c2cccc(Cl)c2)c1,20,-0.5,-12,-5,-1,-2,-26,-3,-2
CCN(CC)C(=O)C1CCCN(Cc2ccc3ccccc3c2)C1 (configuration not stated),8,0.9,-30,-8,7,0,-12,-8,1
CC1CCCC(NC(=O)C2CCN(C(=O)Nc3ccccc3)CC2)C1C (configuration not stated),-21,0.5,-8,1,5,0,-17,1,0
CCC(C(=O)NC1CCCC1)N(Cc1ccco1)C(=O)Cn1nnc(-c2ccc(C)cc2)n1 (configuration not stated),-7,-0.3,12,-6,-3,-4,-19,0,3
S=c1[nH]nc(-c2cccs2)n1C1CCCCC1,14,0.7,-11,-6,0,-8,-18,-10,-1
Clc1ncnc2scc(-c3ccc(Br)cc3)c12,5,-0.1,48,-10,0,-6,-25,-8,7
O=C(Nc1ccc(F)cc1)C(NC1CCCCC1)c1ccccc1 (configuration not stated),-15,-0.3,-31,-8,0,60*,-26,5,-2
Cc1cccc(C(O)c2ncc(-c3ccc4ccccc4c3)[nH]2)c1C (configuration not stated),-4,0.3,-9,-1,x,-13,x,-1,1
Cc1nn(CC(=O)OCCOc2ccc(Br)cc2)c(C)c1[N+](=O)[O-],-6,0.3,18,-5,-12,15,7,3,0
Nc1ccc(C(=O)N/N=C/c2sc(N3CCOCC3)nc2-c2ccccc2)cc1,6,3.8,21,-6,2,12,-12,-11,10
Cc1cc(C)nc(N/N=C/c2ccccc2OCc2ccc(Cl)cc2)n1,-2,0.3,2,-7,-9,0,-26,-2,1
COC(C/C=C\[C@@H](O)[C@H](C)OCc1ccccc1)OC,17,0.3,-7,2,-8,2,-4,-9,12
CCOCCN1CCN(C2c3ccccc3CSc3ccccc32)CC1 (configuration not stated),2,0.0,-21,-8,2,100*,-3,0,6
COCCNc1nnc(SCC(=O)c2ccc3c(c2)OCO3)s1,16,0.0,-4,-2,-8,-7,-5,-9,9
COc1cc(OC)c(OC)cc1CN1CCN(S(=O)(=O)c2ccc(F)cc2)CC1,26,1.2,-20,-3,-7,-17,-19,-24,7
COc1ccc(NC(=O)CC23CC4CC(CC(C4)C2)C3)cn1,8,2.5,8,-2,-5,-7,-11,-17,4
Cc1cc(OC(C)C(=O)NCC(O)c2ccccc2)c2c(C)c(C)c(=O)oc2c1 (configuration not stated),11,0.7,-14,-2,-11,-9,-27,-14,5
O=C(NCc1ccccc1)N(Cc1cc2cc3c(cc2[nH]c1=O)OCO3)CC1CCCO1 (configuration not stated),14,-0.1,8,-4,-8,-17,-4,-1,4
COc1ccccc1Cc1c(C(C)(C)C)nc2ccc(C)cn12,12,0.3,0,-7,x,-10,x,-13,0
O=C1CC(c2ccccc2)CC(O)=C1C=Nc1ccccc1O (configuration not stated),4,3.6,-4,-8,-12,-7,-1,-10,2
O=C(Nc1nccs1)C1CCN(S(=O)(=O)c2c(Cl)cccc2Cl)CC1,-3,3.1,33,5,-11,-5,-23,-3,19
COc1ccc(Br)c(Cn2c(C)c(C(=O)NCc3ccc(F)cc3)sc2=O)c1,11,3.2,39,-9,x,12,x,-2,2
Cc1cccc(NC(=O)c2cnccn2)c1,6,1.1,-10,-1,-2,-14,-6,-10,2
CC(C)C(C)NC(=O)COc1ccc(OCc2ccccc2)cc1 (configuration not stated),-3,7.7,-12,-5,-6,9,-6,-7,0
CC1CCN(C(=S)c2cccc(O)c2)CC1,-2,0.0,-5,-6,-4,-3,-11,-2,0
Cc1cc(OCC(=O)Nc2sc3c(c2C#N)CC(C)(C)NC3(C)C)c(C(C)C)cc1Cl,17,11,28,-1,-6,0,-8,-1,22
O=C(N[C@@H](Cc1c[nH]c2ccccc12)C(=O)O)c1ccccc1Cl,12,0.3,11,-3,-4,2,-5,-7,1
COc1ccccc1NC(=O)c1ccc(Br)c(S(=O)(=O)N2CCCC2)c1,5,4.2,4,1,-7,-13,11,8,2
O=C(Cc1ccc(Cl)cc1Cl)NCC1(N2CCOCC2)CCCCC1,10,0.1,-8,-4,-15,-10,-9,-11,0
O=C(CNC(=O)c1ccc(Oc2ccccc2)cc1)OCc1ccc(Br)cc1,-8,1.1,7,-6,-6,13,17,9,2
Cc1cc2ncn(C(=O)c3ccc4c(c3)OCO4)c2cc1C,12,0.7,-1,-2,-11,-12,4,-8,2
O=C(COC(=O)c1ccc(Cl)nc1)NCCC1=CCCCC1,16,0.4,-3,-4,-6,-11,6,-6,1
COc1ccc(C2(CNC(=O)c3ccc(Br)o3)CCOCC2)cc1,8,0.2,-8,-5,0,-8,-11,-6,-3
Cc1ccc(NC(=O)CSc2nc3nn(-c4ccccc4)c(=O)c-3c3n2CCCCC3)cc1F,7,-0.7,4,-8,-3,-9,-20,-12,8
CCCOP(=O)(c1ccc(N(C)C)cc1)C(Nc1ccccc1)c1ccc(N(C)C)cc1 (configuration not stated),21,0.0,-36,-3,-8,6,-30,-8,3
O=C(c1cc(-c2ccc(Br)cc2)on1)N1CCc2ccccc2C1,12,0.4,1,-3,-8,-8,3,-8,15
Cc1cccc(N2CCN(C(=O)NC3CCCCC3)CC2)c1C,12,3.3,-5,9,-22,-7,-11,2,12
COc1ccc(NC(=O)c2ccc(-n3cnnn3)cc2)c([N+](=O)[O-])c1,11,0.4,4,3,-11,-12,-6,-16,-4
O=C(CN1C(=O)c2ccc([N+](=O)[O-])cc2C1=O)NCc1ccc(C(=O)O)cc1,17,0.1,-4,-3,-4,-15,0,-11,2
COCc1cc(C)nc2sc(C(=O)OC)c(N)c12,0,-0.3,-21,-4,-14,-23,-13,-1,2
COC(=O)c1ccc(-c2nc(-c3cccs3)no2)cc1,16,1.1,-11,-1,-5,-5,-8,-1,0
O=C(Nc1cc(C(F)(F)F)ccc1N1CCCC1)C1=COCCO1,-4,-0.1,-29,-1,-12,-8,-14,-4,4
O=C1NC(C(F)(F)F)(C(F)(F)F)N=C2SC=CN12,11,0.6,6,-4,-1,-13,-12,-2,5
COc1ccc(CCNC(=O)COC(=O)c2cc(OC)c(OC)cc2OC)cc1,21,0.4,-15,-6,-2,-9,-12,-1,0
COc1cccc(CN2CCC(n3nccc3NC(=O)CCOc3ccccc3)CC2)c1O,-13,-0.1,x,-4,-1,-17,-7,-2,x
CCn1c(SCC(=O)N2CCN(c3ccccc3)CC2)nc2c([nH]c3ccccc32)c1=O,1,1.5,-7,-1,-3,-10,2,-8,0
O=C(CSc1nnc(CCCN2C(=O)c3cccc4cccc(c34)C2=O)n1-c1ccccc1)N1CCN(CCO)CC1,18,0.0,3,-9,-5,7,-6,-8,1
COc1ccc(CNC(=O)C2CCCN(c3nccc(C)n3)C2)cc1 (configuration not stated),-6,-0.1,-13,-1,-5,1,-20,8,12
CCn1c(C(C)NC(=O)c2ccc(Cl)cc2)n[nH]c1=S (configuration not stated),27,2.4,-11,0,-6,-4,14,-10,10
CC(=O)/C(N=Nc1cc(C)ccc1O)=C(\C)O,1,4.5,0,-7,9,19,-10,14,-1
CCCNC(=S)N1CCC(NC(=O)C23CC4CC(CC(C4)C2)C3)CC1,9,0.1,-11,-4,-3,2,-6,-11,11
Cn1cc(C(=O)c2ccc(Cl)cc2Cl)cc1C(=O)N/N=C(\N)COc1ccccc1,15,1.3,47,0,-9,-13,-30,-8,11
CCOc1ccc(N2CC(C(=O)NC3CCCC3)CC2=O)cc1 (configuration not stated),-1,0.5,-12,-2,3,-6,-5,-6,1
Cc1c(NC(=O)c2coc(=O)c(Br)c2)c(=O)n(-c2ccccc2)n1C,17,0.9,-17,-5,-3,-7,-2,-13,2
COCCn1c(SCC(=O)Nc2ccc3c(c2)CCC3)nc2ccccc2c1=O,9,-0.5,14,-6,4,3,-10,4,3
CC(C)(C)NC(=O)C(c1ccc(OCC(N)=O)cc1)N(C(=O)c1cccnc1)C1CC1 (configuration not stated),2,-0.1,6,-1,8,-10,-4,-4,0

The list continues:
mol,CHO-K1 Ca PAM,M1 ag parental,TAAR1 antagonist,M1 ag,OXTR potentiator,CHRM1 antagonist,CHO parental Ca,CHO-K1 Ca antag,TAAR1 agonist
COCCCN1C(=O)C(CC(=O)NCCc2ccccn2)CC(C(=O)N2CCOCC2)=C1C (configuration not stated),8,0.6,0,2,x,-12,x,-7,31
COc1ccc(Cn2nnnc2CN2CCC(c3nc4ccccc4s3)CC2)cc1,3,5.0,43,-4,-13,1,-4,-5,21
COc1ccc(OCCSc2nnc(CCNC(=O)c3ccc(OC)cc3)n2C)cc1,-8,0.3,6,-2,8,-2,-7,11,3
CCn1c(CSCc2ccc(C)cc2)nnc1SCC(=O)N1CCN(c2ccccc2)CC1,13,3.5,-3,-4,-14,5,-19,-4,10
CCN(CC)CCNc1ccnc2cc(Cl)ccc12,8,0.6,-17,-14,-2,-5,5,-18,5
O=C(O)CCC(=O)Nc1cc(C(F)(F)F)cc(C(F)(F)F)c1,10,0.1,-8,-3,-6,-8,2,-5,3

Rewritten with two lines to a compound: 2 of the compounds above
Under each structure: CHO-K1 Ca PAM | M1 ag parental | TAAR1 antagonist | M1 ag | OXTR potentiator | CHRM1 antagonist | CHO parental Ca | CHO-K1 Ca antag | TAAR1 agonist
- COc1ccc(Cn2nnnc2CN2CCC(c3nc4ccccc4s3)CC2)cc1
 : 3 | 5.0 | 43 | -4 | -13 | 1 | -4 | -5 | 21
- O=C(O)CCC(=O)Nc1cc(C(F)(F)F)cc(C(F)(F)F)c1
 : 10 | 0.1 | -8 | -3 | -6 | -8 | 2 | -5 | 3
